HttQ103 aggreg – reduces HttQ103-GFP aggregates in PC12 cells; PC12 HttQ103-GFP aggregates, Acumen cytometry, 40 h; Potency, µM (doses to about 46.1 µM), inactives show top-dose activity change, negative = inhibition, hits mostly inhibitors; hit rate 1.1% among 220,000; further: on the % scale 0 is the no-effect control and ±100 the full control effect; nearly all actives have a fitted effect of over 60% in size
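Multiplexed with ATP-based cell death, this channel scores GFP aggregates in PC12 cells expressing inducible HTTex1-Q103-GFP. Induction used 100 nM tebufenozide; compounds were tested in concentration series.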
HTT cytoprotect – protects HTT-Q103 PC12 cells, measured by ATP; PC12 HTT-Q103 induced, cytoprotection, ATP luminescence, 40 h; Potency, µM (doses to about 56.4 µM), inactives show cytoprotection (ATP increase), hits mostly activators; hit rate 0.14% among 230,000; AID 1471;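 further: % of control where 0% means no effect; nearly all actives have a fitted effect of over 45% in size; toxic huntingtin expression switched on by the ecdysone agonist tebufenozide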
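PC12 cells stably carrying ecdysone-inducible Htt exon 1 (Q103)–GFP were induced with 100 nM tebufenozide (final) alongside library compounds in a dose series. Cytoprotection was scored as retained ATP by ATPlite luminescence.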
IMPase Li inh – IMPase inhibition in cells with lithium potentiation; CHO-M1 cells, IP1 TR-FRET (IP-One), carbachol + lithium; Potency, µM (series often up to 59.4 µM), for the others: at the top dose activity, negative = IMPase inhibition, hits mostly inhibitors; hit rate 0.35% among 210,000; AID 1457;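 further: IP1 builds up when IMPase is blocked and the TR-FRET signal falls; plate controls were basal vehicle for no effect and high inhibitor control for full effect; nearly all actives have a fitted effect of over 50% in size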
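Test compounds were applied to CHO-M1 cells previously cultured for 16–30 h at 2000 per well. A small lithium amount accompanied them; after 30 min at 37C, IP1 was quantified by TR-FRET.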
GAA spleen mod – inhibits or activates alpha-glucosidase in human spleen homogenate. P10253. human spleen homogenate, 4-MU-alpha-glucoside fluorescence. Potency, µM (doses to about 79.9 µM), for the others: at the highest dose activity change, negative = inhibition, hits mostly inhibitors. hit rate 0.006% among 240,000. AID 2112;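 further: 0% = enzyme with vehicle and -100% = no enzyme basal signal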
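Compounds were titrated against alpha-glucosidase in spleen homogenate at pH 5.0, with 1 mM 4-methylumbelliferyl substrate for 40 min at 37 C. Reactions were quenched with pH 10 NaOH/glycine and fluorescence measured.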
GoLoco inh red – RGS12 GoLoco-Gai1 interaction inhibition; P63096; AID 880; hit rate 0.44% among 230,000; Potency, µM (titrated, usually from 61.6 µM), for the others: at the highest dose activity, negative = inhibition, hits mostly inhibitors; Gai1:RGS12 GoLoco peptide FP, rhodamine, 10 min; active means well fitted inhibition curve with a large enough effect, not every such curve was filed as active; inactive means no such curve, though single readings can be large or run the other way; further: on the % scale 0 is the no-effect control and ±100 the full control effect; nearly all actives have a fitted effect of over 30% in size; many of its hits are not listed in these tables
Target sequence (P63096 whole entry, looked up): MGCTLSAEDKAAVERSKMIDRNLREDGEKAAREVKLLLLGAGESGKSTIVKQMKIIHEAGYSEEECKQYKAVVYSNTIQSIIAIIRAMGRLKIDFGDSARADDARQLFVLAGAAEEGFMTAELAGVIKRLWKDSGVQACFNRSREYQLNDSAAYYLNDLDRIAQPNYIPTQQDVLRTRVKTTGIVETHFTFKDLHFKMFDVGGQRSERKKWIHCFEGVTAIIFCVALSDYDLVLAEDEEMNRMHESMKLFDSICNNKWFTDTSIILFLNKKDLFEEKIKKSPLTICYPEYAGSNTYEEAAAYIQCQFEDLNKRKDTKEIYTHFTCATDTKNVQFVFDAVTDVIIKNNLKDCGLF
GAA glycogen – alters human alpha-glucosidase cleavage of glycogen; Potency, µM (series often up to 76.4 µM), for the others: at the highest dose activity change, negative = inhibition, most hits filed as inhibitors; hit rate 0.38% among 300,000; P10253; AID 2100; recombinant GAA, glycogen substrate, Amplex Red glucose oxidase fluorescence;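 further: 0% = full enzyme reaction and -100% = no-enzyme basal signal; the screen sought inhibitors and activators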
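Recombinant enzyme (4 nM final) with compounds titrated up to 77 uM and bovine liver glycogen (30 ug) in citrate pH 5.0, 0.01% Tween-20, 37 C 40 min. Released glucose detected by Amplex Red/glucose oxidase (Ex 573/Em 610); AC50 from Hill fits.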
GAA inhib – blocks human lysosomal alpha-glucosidase; hit rate 0.005% among 200,000; Potency, µM (series often up to 76.9 µM), inactives show at the highest dose activity change, negative = inhibition, usual class: inhibitors; purified human GAA, 4-MU-alpha-glucoside fluorescence; P10253; AID 1466;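 further: plate controls were uninhibited enzyme wells for no effect and no-enzyme background for full effect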
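Fluorescence at Ex 365/Em 440 nm from 4-methylumbelliferone reported enzyme activity after 20 min at room temperature. Reactions used 4 nM enzyme and 400 uM substrate at pH 5.0; curves fitted with the Hill equation.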
* hit, by the source's call; ? = inconclusive; · = not tested or not shown; [ ] = another dose, or the depositor's remark. Unless noted, the call rests on the fitted dose curve; in most records, active means well fitted curve in the direction sought with a large enough effect; inconclusive means small, poorly fitted or top-dose-only effect, or another doubt; inactive means no such curve, though single readings can be large; an effect the other way counts as inactive or inconclusive. Potency means the concentration at half of the fitted maximal effect. Some of the compounds tested; rates above refer to the full screens.

Every second line gives: HttQ103 aggreg, HTT cytoprotect, IMPase Li inh, GAA spleen mod, GoLoco inh red, GAA glycogen, GAA inhib
CC1=C(C(=O)Nc2ccccc2)C(c2cccs2)C(C#N)=C(SCC#N)N1 (centres undefined)
 : -10%, -14%[0.074 µM], -1%, 3%, 22%, -14%, -6%
CNC(=O)NC(=O)COC(=O)/C=C/c1cccc(Br)c1
 : -10%, -1%, 9%, 0%, -36%, 11%, -2%
Cc1sc(NC(=O)CSc2nnc3scc(-c4ccccc4)n23)c(C#N)c1C
 : -17%, -19%[10 µM], 5%[38.3 µM], -12%, 12%, -18%, -11%
S=C(Nc1ccccc1Cl)NC1CCN(Cc2ccccc2)CC1
 : 4%, 4%[1.9 µM], -1%, -2%, 0%, 16%, -24%
Cc1nnc(NC(=O)NCN2C(=O)C3C4C=CC(C4)C3C2=O)s1 (centres undefined)
 : 3%, 7%, -9%[38.3 µM], 4%, -1%, 10%, -8%
Cc1cc(Sc2nc(NC(C)(C)C)nc(N3CCOCC3)n2)nc(Cl)n1
 : ?, 22%[10 µM], 3%, -19%, 1%, -5%, ?
COc1cccc(-c2cncnc2NCCc2cnc[nH]2)c1
 : ·, ?, 0%, -2%, -3%, ·, ·
O=C(O)CC1Sc2ccccc2NC1=O (centres undefined)
 : 21%, -27%, -4%[38.3 µM], -3%, -15%, 0%, -6%
O=C(COC(=O)c1ccc[nH]c1=O)NC1CCCc2ccccc21 (centres undefined)
 : 7%[9.22 µM], 28%[10 µM], ·, 3%, 6%, -2%, ·
CCOC(=O)Cc1csc(NC(=O)c2ccoc2C)n1
 : 2%, 23%[10 µM], 1%, -3%, 16%, 3%, 5%
Brc1ccc(Oc2nnnn2-c2ccccc2)cc1
 : 9%, -15%, -1%[38.3 µM], -3%, -20%, -16%, 3%
O=C(NCc1cccnc1)c1cccc(F)c1
 : 10%, 7%, 23%[38.3 µM], -1%, -1%, 3%, 5%
Cc1ccc(Nc2nc(NCc3ccco3)c3ccccc3n2)cc1
 : 11µM*, -92%[inhibitor], 9%, 3%, 5%, -1%, 4%
Cc1c([N+](=O)[O-])c(C(=O)Sc2ccc(Br)cc2)nn1C
 : 16%[9.22 µM], 6%[10 µM], ·, 5%, -18%, 1%, 1%
COc1cc(NC(=O)C2CCC(CNc3c(N4CCCCC4)c(=O)c3=O)CC2)cc(OC)c1 (centres undefined)
 : -6%, -14%, 23%[38.3 µM], -2%, 9%, 2%, -13%
O=C(CO/N=C/c1ccccc1OC(F)F)N1CCc2ccccc21
 : 10%, 7%[10 µM], 4%, -9%, 14%, 12%, -7%
COc1ccc(C(=O)/C=C/N(C)C)cc1OC
 : 18%, -23%, 8%[38.3 µM], 2%, 0%, -9%, -5%
COc1ccccc1NC(=O)CC(c1ccc(OC(C)C)cc1)c1ccccc1OC (centres undefined)
 : 6%, 12%[10 µM], 0%, -1%, 4%, 0%, -6%
Cc1ccc(C(=O)N/C(=C\c2cccs2)C(=O)NCCc2c[nH]c3ccccc23)cc1
 : 5%, -25%[10 µM], 15%, -2%, 3%, -12%, ?
Cc1ccccc1OCC(=O)NNC(=O)c1ccc(-c2ccccc2)cc1
 : -14%, -4%[10 µM], -8%, -7%, -1%, -1%, 1%
Cc1ccccc1-c1ccccc1N
 : -5%, 15%[10 µM], -3%, 11%, 2%, 0%, 7%
Cc1ccc(-c2nn(-c3ccccc3)cc2/C=N/NS(=O)(=O)c2ccccc2)cc1
 : ?, -65%[inhibitor], 2%[38.3 µM], -3%, -6%, -15%, -10%
CCCn1c(N)c(C(=O)COc2ccc(Br)cc2F)c(=O)n(C)c1=O
 : ?, -55%[inhibitor], 6%, -4%, 0%, 7%, -4%
CCOC(=O)c1cnc2ccc(C)cc2c1Sc1ccccc1
 : -13%, 9%[10 µM], 4%, 1%, 5%, -3%, -6%
COc1ccc(NC(=S)N2CCN(Cc3ccccc3)CC2)c(OC)c1
 : -14%, ?, 1%, 3%, 5%, 7%, 10%
O=C(O)CCCN1C(=O)C(=O)/C(=C(/O)c2ccccc2)C1/C=C/c1ccccc1 (centres undefined)
 : -14%[9.22 µM], 11%[10 µM], -2%, -11%, 9%, -2%, ?
Cc1onc(-c2ccccc2)c1C(=O)Nc1ccccc1N1CCOCC1
 : 7%, -14%[0.074 µM], 7%, 2%, 3%, -8%, 3%
COc1ccc(C(=O)Nc2nc3ccccc3[nH]2)cc1OC
 : 3%, -9%[10 µM], -4%, -1%, -20%, 3%, -12%
Cc1cc(N2CCN(C)CC2)nc2ccc(NC(=O)c3ccc(Br)o3)cc12
 : 25%, -14%, 6%[38.3 µM], -18%, -3%, -6%, -7%
CCOC(=O)/C=C1\SCC(=O)N1CC(=O)NC(C)C
 : -7%, 10%, 12%[38.3 µM], -2%, -3%, -1%, 2%
CCCCCn1c(CNC(=O)COC)nc2ccccc21
 : 4%, 27%[1.9 µM], 29%[38.3 µM], -3%, 8%, 8%, -1%
O=C(CSc1nc2cc3ccccc3cc2[nH]1)Nc1ccc(F)cc1
 : 16%, -19%, 1%[38.3 µM], 0%, 3%, 4%[76.3 µM], -2%
CS(=O)(=O)N(CC(=O)NCCSCc1ccccc1)c1ccc2c(c1)OCO2
 : -9%, -6%, 1%, 3%, 6%, -2%, 4%
CCOC(=O)[C@@H]1CCN(Cc2ccccc2)C[C@H]1c1ccccc1
 : 1%[9.22 µM], 17%[10 µM], ·, 0%, 0%, 6%, ·
CCN(CC)C(=O)CSc1nc(O)cc(=O)n1CC
 : 9%, -15%[10 µM], 1%[38.3 µM], -3%, -3%, 1%, 2%
COc1ccc(NC(=S)Nc2cnc3ccccc3c2)c(OC)c1
 : -1%, ?, 5%, 7%, 0%, ?, 10%
CCOc1ccc(N(CC(=O)Nc2ccc(OC)cc2)S(C)(=O)=O)cc1
 : 12%, -1%[10 µM], -11%[38.3 µM], -19%, 0%, 0%, -12%
COc1ccc(CCNC(=O)Cn2cnc3sc(C)c(-c4ccc(F)cc4)c3c2=O)cc1OC
 : -21%, -18%, 11%, -1%, 15%, 19%, -1%
CCN(c1ccccc1)S(=O)(=O)c1ccc(NCC2COc3ccccc3O2)nc1 (centres undefined)
 : 6%, 11%, -5%[38.3 µM], 0%, 65%[activator], -1%, -15%
O=C1N=C(N2CCOCC2)S/C1=C/c1cccs1
 : 0%, -14%, -8%[38.3 µM], -8%, -2%, 3%, -1%
Cc1cc(NC(=O)CSc2nc3cc(Cl)ccc3c(=O)n2Cc2ccco2)no1
 : -12%, -31%, ?, -1%, 7%, 2%, 2%
COc1ccc(NC(=O)CN(C2CCCCC2)S(C)(=O)=O)cc1Cl
 : 2%[9.22 µM], 9%, -5%[38.3 µM], -4%, 0%, 2%, 2%
Cc1cc(NC(=O)COc2cccc(C)c2C)no1
 : 1%, 7%[10 µM], 22%[38.3 µM], 3%, -7%, -6%, -4%
c1ccc2c(c1)oc1c(NCc3ccc4c(c3)OCO4)ncnc12
 : 11µM*, 4%[10 µM], 8%[38.3 µM], 3%, 1%, 6%, -3%
COc1ccc(CSCC(=O)NN=C2CCN(C)CC2)cc1
 : 20%, -23%, -1%, 3%, 3%, 0%, 3%
CCc1nn2c(=O)cc(N3CCN(c4cc(C)nc5ccccc45)CC3)nc2s1
 : 8%, 7%[0.074 µM], 19%[38.3 µM], 0%, -1%, -1%, 1%
Cc1ccccc1NS(=O)(=O)c1ccc(C2CNC(=O)C2)cc1 (centres undefined)
 : -1%, 2%[0.074 µM], 9%[38.3 µM], 7%, 1%, 17%, -7%
C=CCSc1nnc(COc2ccc(=O)n(-c3ccccc3)n2)n1CC
 : 4%, 30%[10 µM], 2%, 0%, 9%, 7%, 6%
Cc1noc(C)c1C(=O)NCc1ccco1
 : -12%, -7%[10 µM], 17%[38.3 µM], 2%, -3%, 3%, 5%
COC(=O)CSc1nnc(CNC(=O)c2cccc(C)c2)n1-c1ccccc1OC
 : 11%, -1%, -8%[38.3 µM], -4%, 2%, -9%, 1%
O=C(Nc1ccc(F)cc1)C1CCN(c2nnnn2-c2ccccc2)CC1
 : 18%, -21%[10 µM], 6%[38.3 µM], 2%, -10%, -1%, -4%
CC[C@H](C(=O)c1cccs1)C(O)(C(F)(F)F)C(F)(F)F
 : ·, 2%[10 µM], 7%, ·, 5%[14.2 µM], ·, ·
O=C(OCC(=O)N1CCCC1=O)C1COc2ccccc2O1 (centres undefined)
 : 1%, -3%, 2%, -4%, 8%, 6%, 8%
O=C(O)c1cccc(Cn2cc(Br)cn2)c1
 : -8%, -7%, ·, 1%, ·, 14%, -3%
Cn1cnnc1SCC(=O)c1cc2ccccc2oc1=O
 : 16%, -8%[10 µM], 7%[38.3 µM], -3%, -7%, -15%, -5%
Cc1cc(=O)oc2cc(OCC(=O)N3CCc4ccccc4C3)ccc12
 : 12%, -5%, 2%[38.3 µM], 0%, 2%, -7%, 4%
NC1=NC[C@H](Cc2ccccc2)N1CCCCC1CCCCC1
 : -17%[9.22 µM], -7%[10 µM], ·, -7%, 11%, 5%, ·
Cc1cc(NC(=O)c2ccc3c(c2)OCCO3)ccc1NC(=O)c1ccco1
 : 12%[9.22 µM], -27%[10 µM], 1%, 1%, 2%, -8%, 11%
O=C(OCC#CCSc1nnc(-c2ccncc2)o1)c1sc2ccccc2c1Cl
 : 4%, 8%, -9%[38.3 µM], 0%, 2%, -3%, -7%
Cc1csc(SC(C)c2nc3scc(-c4ccccc4)c3c(=O)[nH]2)n1 (centres undefined)
 : 2%[9.22 µM], 6%[10 µM], ·, 8%, 0%, -14%, ·

New compounds follow:
Every second line gives: HttQ103 aggreg, HTT cytoprotect, IMPase Li inh, GAA spleen mod, GoLoco inh red, GAA glycogen, GAA inhib
COc1ccc(/C=C2/N=C(SCC(=O)Nc3cc(C)on3)N(c3ccccc3)C2=O)cc1
 : -1%, 22%[10 µM], -14%, -1%, 6%, 15%, 4%
CC(C)c1nc(-c2ccccc2)c(-c2ccccc2)[nH]1
 : -14%[9.22 µM], -17%, 55%[activator][38.3 µM], 2%, 14%, 7%, 1%
CCCC(=O)Nc1cc(C)c(NC(=O)c2ccccn2)cn1
 : 8%, -13%[10 µM], 4%[38.3 µM], 4%, 9%, 1%, -8%
Cc1cc(C)c2c(c1)/C(=N/NS(=O)(=O)c1ccc(Br)cc1)CCC2
 : -19%, -10%, 25%[38.3 µM], 5%, -1%, -4%, -3%
CC1CCCC(C)N1C(=O)CN1CCN(c2nc(-c3ccc(F)cc3)cs2)CC1 (centres undefined)
 : ?, -1%[10 µM], 19%, -1%, -5%, -10%, -7%
CC(/C=C1\SC(=S)N(C(C(=O)O)c2ccccc2)C1=O)=C\c1ccccc1 (centres undefined)
 : -7%[9.22 µM], 25%[10 µM], ·, -3%, -67%, 1%, ·

From PubChem BioAssay
